Screening results: PubChem BioAssay, Sanford-Burnham Center for Chemical Genomics
TIM10 inh – growth inhibitors of isogenic TIM10 control yeast, primary screen, counter-screen for tim10-1 yeast inhibitor project, luminescence, uHTS | actives 1.4% (n = 330,000) | inhibition, % at 10 µM | S. cerevisiae TIM10 strain growth, BacTiter-Glo luminescence, 24 h;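 active = inhibition of 40% or more at the single tested concentration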;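 note: wild-type TIM10 isogenic control strain grown at permissive 25 °C; 0% = DMSO yeast wells and 100% = minimal medium wells without yeast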
Jurkat NFkB inh – inhibitors of induced NF-kB luciferase reporter, primary screen, TCR NF-kB activation inhibitor project, cell-based, luminescence, uHTS; Jurkat, PMA/ionomycin-induced NF-kB luciferase reporter; inhibition, % at 4 µM; actives 0.53% (n = 330,000); AID 435003, 2010; in the data active = inhibition above about 50%
Mdm2-MdmX inh – inhibitors of human Mdm2-MdmX association, primary screen, cell-based, luminescence, split luciferase, SaOS-2, uHTS | actives 3% (n = 330,000) | SaOS-2 split-luciferase Mdm2/MdmX complementation | Protein Mdm4 (Homo sapiens) + E3 ubiquitin-protein ligase Mdm2 (Homo sapiens), … | inhibition, % at 8 µM;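 active = inhibition of at least 50% at 8 µM in the primary screen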
Target sequence (O15151 whole entry, looked up): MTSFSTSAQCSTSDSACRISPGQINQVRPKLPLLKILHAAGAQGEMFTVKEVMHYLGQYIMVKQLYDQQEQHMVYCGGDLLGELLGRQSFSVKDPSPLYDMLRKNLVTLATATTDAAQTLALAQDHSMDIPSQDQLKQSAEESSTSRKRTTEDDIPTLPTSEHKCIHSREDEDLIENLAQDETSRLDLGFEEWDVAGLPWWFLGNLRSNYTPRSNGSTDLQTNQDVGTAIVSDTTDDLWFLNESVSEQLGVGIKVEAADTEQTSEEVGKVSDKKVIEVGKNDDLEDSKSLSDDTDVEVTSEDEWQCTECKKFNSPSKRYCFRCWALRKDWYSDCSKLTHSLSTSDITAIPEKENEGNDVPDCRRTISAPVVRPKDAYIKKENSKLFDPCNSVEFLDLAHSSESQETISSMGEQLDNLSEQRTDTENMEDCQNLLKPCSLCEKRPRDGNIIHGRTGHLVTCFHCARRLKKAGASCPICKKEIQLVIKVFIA
Target sequence (Q00987 whole entry, looked up): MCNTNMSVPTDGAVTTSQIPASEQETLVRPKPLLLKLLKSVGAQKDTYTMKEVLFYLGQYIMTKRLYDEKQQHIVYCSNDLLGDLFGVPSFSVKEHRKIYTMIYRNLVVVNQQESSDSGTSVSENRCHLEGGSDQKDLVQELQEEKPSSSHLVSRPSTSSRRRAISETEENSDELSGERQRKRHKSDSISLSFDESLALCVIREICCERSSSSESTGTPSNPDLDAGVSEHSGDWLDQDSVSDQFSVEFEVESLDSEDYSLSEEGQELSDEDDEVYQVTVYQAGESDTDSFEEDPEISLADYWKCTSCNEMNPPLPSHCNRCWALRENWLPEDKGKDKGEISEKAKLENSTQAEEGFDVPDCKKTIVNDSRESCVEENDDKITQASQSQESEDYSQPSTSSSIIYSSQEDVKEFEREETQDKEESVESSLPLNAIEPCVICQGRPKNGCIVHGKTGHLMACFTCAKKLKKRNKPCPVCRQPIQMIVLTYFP
tim23-1 inh – growth inhibitors of tim23-1 mutant yeast, primary screen, luminescence, uHTS; S. cerevisiae tim23-1 growth, BacTiter-Glo luminescence, 24 h; AID 463212, 2010; actives 1.3% (n = 330,000); inhibition, % at 20 µM;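 active = growth inhibition of the mutant yeast at or above 50%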;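 note: temperature-sensitive mutant grown at 25 °C; plate controls were DMSO-treated mutant yeast for no effect and medium wells lacking yeast for full effect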
697 NFkB inh – inhibitors of PMA/ionomycin-induced NF-kB reporter, 697 cells, primary screen, B-cell NF-kB inhibitor project, cell-based, luminescence, uHTS | 697 B-cell NF-kB luciferase reporter, 16 h | inhibition, % at 4 µM | actives 0.33% (n = 330,000) | AID 435022, 2010; in the data active = inhibition above about 35%
UPR XBP1 act – activators of adaptive XBP1 UPR arm, primary screen, cell-based, CHO-XBP1 luciferase reporter, luminescence, uHTS. IRE1-XBP1 UPR activation; percent of tunicamycin response, DMSO as zero. activation, % at 20 µM. actives 0.33% (n = 330,000);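 active = versus positive control, 20 µM dose yields 30% or more activation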;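 note: 100% = tunicamycin at 10 µg/mL and 0% = DMSO only wells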
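incubation = overnight seeding at 37 °C, 6 h compound treatment at 37 °C | assay system = CHO-XBP1 cells stably carrying IRE1-XBP1-driven luciferase reporter | input = 1000 cells per well | detection = luciferase luminescence | dosing = single point, 20 µM final compound, 1% DMSO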
CHOP UPR activ – activators of apoptotic CHOP UPR arm, primary screen, cell-based, CHO-CHOP luciferase reporter, luminescence, uHTS; UPR activation; percent of tunicamycin response over DMSO baseline; actives 0.34% (n = 330,000); activation, % at 10 µM;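 active = at 10 µM dose, activation of 40% or more, normalized to positive control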;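 note: 100% = tunicamycin at 10 µg/mL and 0% = DMSO alone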
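System: CHO-CHOP luciferase reporter cell line | Buffer or medium: F12 medium containing 10% fetal bovine serum | Doses: One dose, 10 µM in 0.5% DMSO | Times: 6 h compound exposure at 37 °C after overnight seeding | Signal: Luciferase luminescence | Read-out: % activation vs tunicamycin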
tim10-1 inh – growth inhibitors of tim10-1 mutant yeast, primary screen, luminescence, uHTS; S. cerevisiae tim10-1 ts strain growth, BacTiter-Glo, 24 h; inhibition, % at 20 µM; actives 2.2% (n = 330,000); AID 463190, 2010;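 active = inhibition of at least 40%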;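 note: mutant grown at 25 °C; 0% = DMSO wells with yeast and 100% = wells holding no yeast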
Starred values were filed as active, the others as inactive.

SMILES	TIM10 inh	Jurkat NFkB inh	Mdm2-MdmX inh	tim23-1 inh	697 NFkB inh	UPR XBP1 act	CHOP UPR activ	tim10-1 inh
O=C(NC(=S)Nc1cccc2c(O)cccc12)c1ccco1	13	-9	27	35	-41	3	1.4	10
Cc1ccc(S(=O)(=O)NCc2csc(C)n2)c(C)c1	-3	-17	28	21	30	-3	-0.5	-5
COCc1ccc(C(=O)N2CCCC(Nc3ccc4c(c3)OCCO4)C2)o1 (stereo not drawn)	3	-3	26	5	-3	-3	0.6	-5
Cc1c(Cl)cccc1NC(=O)CNC(=O)Cc1n[nH]c(=O)c2ccccc12	0	-10	9	4	8	-2	0.7	13
C=CCN1C=C2C(=O)C(C)(OC(=O)C3CCCC3)C(=O)C=C2C=C1c1ccsc1 (stereo not drawn)	-3	-2	-15	-1	-4	-1	0.2	-6
Cc1cc(=O)n2[nH]c(-c3ccc(F)cc3)cc2n1	0	-4	-14	7	0	-1	2.5	-10
CCCn1nnc(NC(=O)Cc2ccc(Cl)cc2)n1	-18	-29	10	11	-10	1	0.7	-6
COC(=O)c1[nH]c2c(c1C)C(=O)CCC2	-20	8	21	-10	-5	4	-1.3	-17
Cc1cccc(C)c1OCC(O)Cn1nnc2ccccc21 (stereo not drawn)	2	-8	7	15	-5	-1	1.7	12
CCCC12CN(C(=O)c3ccc([N+](=O)[O-])cc3)CC(C)(CN(C(=O)c3ccc([N+](=O)[O-])cc3)C1)C2=O	-9	2	15	8	-9	-3	-0.7	13
O=C(O)c1ccc(Cl)c(S(=O)(=O)Nc2cccc(C(=O)Nc3cccc(C(F)(F)F)c3)c2)c1	8	13	-17	10	3	-2	0.5	7
COc1ccccc1C1CC(=O)Nc2c1c(=O)n(C)c(=O)n2C (stereo not drawn)	0	2	-12	9	6	1	-2.5	9
Cc1cc2oc(=O)cc(CN3CCN(Cc4ccccc4)CC3)c2cc1C	11	1	-23	22	9	1	0.8	29
O=C(Nc1nnc(-c2ccco2)o1)c1ccc([N+](=O)[O-])s1	12	12	21	16	-27	1	1.0	18
CC1(C(=O)NC2CCCCCCC2)CCC(=O)N1Cc1ccco1 (stereo not drawn)	6	12	4	20	3	0	-0.4	1
CC(=O)C1C(c2cccc(F)c2)NC(=O)NC1(O)C(F)(F)F (stereo not drawn)	-9	2	-37	-7	-4	-3	7.0	14
CC(C)CNS(=O)(=O)c1ccc(CCC(=O)NCCC2=CCCCC2)cc1	-7	7	20	3	-6	-4	-0.2	-5
Cc1ccc(-c2[nH]ncc2/C=N/n2c(C)nc3ccccc3c2=O)cc1	10	11	26	7	12	7	-1.6	-24
N/C(=N\OC(=O)C1CCCCC1)c1ccccn1	7	-78	-52	0	-94	-3	-0.2	21
Cc1ccc(CNC(=O)C2CCCN(C(=O)Nc3ccc(F)cc3)C2)cc1 (stereo not drawn)	2	-3	-7	-6	18	-1	-1.8	-32
Cc1cccc(N2C(=O)N(c3ccccc3C)C3CS(=O)(=O)CC32)c1 (stereo not drawn)	8	-10	20	10	6	0	-0.6	2
O=c1c(Cl)c(N2CCN(c3ccccc3)CC2)cnn1C12CC3CC(CC(C3)C1)C2	16	-20	2	39	-15	-3	-1.7	34
Cc1nn(CCCC(=O)Nc2ccc(Br)cc2F)c(C)c1[N+](=O)[O-]	-17	-3	13	-1	-9	-3	-0.7	35
O=S(=O)(O/N=C1\CCCc2ccccc21)c1ccccc1	3	7	-19	5	8	0	0.4	19
CC(C)(C)c1nc(CN2CCOCC2)cc(CN2CCOCC2)c1O	-9	-3	3	18	7	-1	-0.6	4
COc1ccc2c(C=O)c[nH]c2c1	7	6	0	2	15	-1	0.5	8
O=C(O)C1C2C=CC(C2)C1C(=O)NCc1ccccc1 (stereo not drawn)	-1	0	17	-6	7	-1	-1.6	-21
CCOC(=O)Nc1nnc(/C=C/c2ccc(OC)cc2)s1	4	-8	13	22	-6	2	2.3	33
COc1cc(OC)cc(-c2c(C#Cc3ccsc3)c3cc(-c4cnc(OC)nc4)ccc3n2C)c1	0	9	18	10	-20	-6	2.2	3
CCOc1ccccc1N1CCN(C(=O)COc2ccc3c(C)cc(=O)oc3c2)CC1	4	27	19	17	-5	-2	-0.3	7

A draw from above in order of formula weight, highest first:
SMILES	TIM10 inh	Jurkat NFkB inh	Mdm2-MdmX inh	tim23-1 inh	697 NFkB inh	UPR XBP1 act	CHOP UPR activ	tim10-1 inh
COc1cc(OC)cc(-c2c(C#Cc3ccsc3)c3cc(-c4cnc(OC)nc4)ccc3n2C)c1	0	9	18	10	-20	-6	2.2	3
O=c1c(Cl)c(N2CCN(c3ccccc3)CC2)cnn1C12CC3CC(CC(C3)C1)C2	16	-20	2	39	-15	-3	-1.7	34
CCOc1ccccc1N1CCN(C(=O)COc2ccc3c(C)cc(=O)oc3c2)CC1	4	27	19	17	-5	-2	-0.3	7
Cc1nn(CCCC(=O)Nc2ccc(Br)cc2F)c(C)c1[N+](=O)[O-]	-17	-3	13	-1	-9	-3	-0.7	35
CC(C)CNS(=O)(=O)c1ccc(CCC(=O)NCCC2=CCCCC2)cc1	-7	7	20	3	-6	-4	-0.2	-5
Cc1cccc(N2C(=O)N(c3ccccc3C)C3CS(=O)(=O)CC32)c1 (stereo not drawn)	8	-10	20	10	6	0	-0.6	2
Cc1ccc(-c2[nH]ncc2/C=N/n2c(C)nc3ccccc3c2=O)cc1	10	11	26	7	12	7	-1.6	-24
CC1(C(=O)NC2CCCCCCC2)CCC(=O)N1Cc1ccco1 (stereo not drawn)	6	12	4	20	3	0	-0.4	1
CC(=O)C1C(c2cccc(F)c2)NC(=O)NC1(O)C(F)(F)F (stereo not drawn)	-9	2	-37	-7	-4	-3	7.0	14
CCOC(=O)Nc1nnc(/C=C/c2ccc(OC)cc2)s1	4	-8	13	22	-6	2	2.3	33
O=C(O)C1C2C=CC(C2)C1C(=O)NCc1ccccc1 (stereo not drawn)	-1	0	17	-6	7	-1	-1.6	-21
N/C(=N\OC(=O)C1CCCCC1)c1ccccn1	7	-78	-52	0	-94	-3	-0.2	21
COc1ccc2c(C=O)c[nH]c2c1	7	6	0	2	15	-1	0.5	8

Carrying on.
SMILES	TIM10 inh	Jurkat NFkB inh	Mdm2-MdmX inh	tim23-1 inh	697 NFkB inh	UPR XBP1 act	CHOP UPR activ	tim10-1 inh
CN(C)c1ccc(C2(c3ccc(N(C)C)cc3)OC(=O)c3cc(N)ccc32)cc1	15	9	-5	16	-1	-4	-1.4	3
O=C(Cc1ccccc1)NCCc1ccc(Cl)cc1Cl	-2	23	12	16	10	-1	-0.9	13
CN(Cc1ccc(O)cc1)C1CCCCC1	1	-13	-6	6	10	-2	0.9	-8
Cc1[nH]c(=O)c(C(=O)/C=C/c2ccccc2F)c2c1CCCC2	44*	8	80*	41	1	0	25	47*
Cc1onc(-c2c(Cl)cccc2Cl)c1C(=O)NC(C)(C)CO	14	-27	6	-21	-21	1	-4.4	-10
O=C(CCN1C(=O)c2ccccc2C1=O)NC(=S)Nc1cccc(Cl)c1	41*	5	-16	1	10	-1	-2.3	8
O=C(Nc1ncc([N+](=O)[O-])s1)c1cccc([N+](=O)[O-])c1	-3	-72	28	11	-450	-11	-2.4	23
COc1ccc(OC)c(-n2c(-c3ccccc3)n[nH]c2=S)c1	15	11	20	-14	4	-2	1.7	15
Cc1ccc(C(=O)Nc2nccs2)s1	18	-21	-62	14	-36	3	5.1	12
CCOc1ccc(NC(=O)C(c2ccccn2)N(C(=O)CCl)c2ccc(OC)cc2)cc1 (stereo not drawn)	14	-31	14	-2	-78	-2	1.9	-9
C=C(C)CN1CCN(S(=O)(=O)c2ccc(C)c(N(C)S(=O)(=O)c3ccc(C)cc3)c2C)CC1	22	16	32	26	-3	-3	1.3	33
CN(C)c1ccc(NC(=S)N(CCc2ccccc2)C2CC(=O)N(c3c(Cl)cccc3Cl)C2=O)cc1 (stereo not drawn)	19	-16	12	-4	-12	0	2.2	7
O=C(NCC(c1ccco1)N1CCCC1)c1cc2cc(Cl)ccc2o1 (stereo not drawn)	-6	-11	-4	6	10	-1	-0.3	-16
COc1ccc(NC2CCCCC2NS(=O)(=O)c2ccc(C)cc2)cc1 (stereo not drawn)	22	10	-4	32	7	-5	1.9	31
Cc1ccc(C)c(NC(=O)/C(C#N)=C/c2ccc(Sc3nncn3C)c([N+](=O)[O-])c2)c1	10	8	-12	3	18	3	4.8	12

Part of the list above, limited to TIM10 inh:
mol	TIM10 inh
CN(C)c1ccc(C2(c3ccc(N(C)C)cc3)OC(=O)c3cc(N)ccc32)cc1	15
O=C(Cc1ccccc1)NCCc1ccc(Cl)cc1Cl	-2

Additional entries follow:
SMILES	TIM10 inh	Jurkat NFkB inh	Mdm2-MdmX inh	tim23-1 inh	697 NFkB inh	UPR XBP1 act	CHOP UPR activ	tim10-1 inh
COc1ccc(C2NC(=O)NC(O)(C(F)(F)F)C2C(=O)c2ccc(C)cc2)cc1 (stereo not drawn)	19	-8	16	15	13	-4	-0.4	18
C/C(=N\NC(=O)c1nnn(-c2nonc2N)c1-c1ccccc1)c1ccccc1O	3	45	82*	3	-11	-3	-0.6	-10
C#CCn1c(C)cc(C)c(S(=O)(=O)c2ccccc2)c1=O	-4	-20	-49	6	-28	-5	4.2	-5
Cc1ccccc1C(=O)NC1CC2CCCC(C1)N2C(=O)Nc1ccccc1 (stereo not drawn)	3	19	9	6	-2	9	2.0	-8
CCOC(=O)c1c(NC(=O)CCc2ccc(CC)o2)sc(C)c1C	16	10	4	16	20	1	-0.8	22
O=C(CCCn1c(=O)[nH]c2cc(Cl)ccc2c1=O)NCCCN1CCN(c2ccc(F)cc2)CC1	6	2	6	15	-67	-2	-1.1	14
CC1CCCN(S(=O)(=O)c2cnc[nH]2)C1 (stereo not drawn)	7	9	23	1	11	-2	-1.0	-10
O=C(COc1nc2ccccc2nc1N1CCOCC1)Nc1cccc(S(=O)(=O)N2CCCCC2)c1	20	11	21	8	-4	0	1.0	15
O=C(N=C1SC2CS(=O)(=O)CC2N1c1cccc(F)c1)C1CC1 (stereo not drawn)	4	-1	18	-3	-23	-2	-1.4	-2
CCOC(=O)c1[nH]c2ccc(OCC)cc2c1NC(=O)CN1CCN(c2ccccc2)CC1	11	-2	19	3	-51	-1	7.1	-1
COc1ccc(OC)c(-n2c(SCC(=O)Nc3cccc(S(N)(=O)=O)c3)nc3ccccc3c2=O)c1	-4	-2	9	23	0	0	0.5	10
CCOC(=O)CNC(=O)C1COc2ccccc2O1 (stereo not drawn)	-5	-9	17	8	-4	-2	0.3	0
CCCc1ccc2oc(C(=O)N3CCCC3)c(C)c2c1	-4	-26	-22	28	-36	2	6.7	18
